SENP8 block-1: blocks the human protease SENP8; purified SENP8, Z-RLRGG-aminoluciferin cleavage, luminescence; AID 2540; inhibition, % at 10 µM; 330,000 tested, 1.2% active; in the data active = inhibition above about 50%
Target sequence (Q96LD8 whole entry, looked up): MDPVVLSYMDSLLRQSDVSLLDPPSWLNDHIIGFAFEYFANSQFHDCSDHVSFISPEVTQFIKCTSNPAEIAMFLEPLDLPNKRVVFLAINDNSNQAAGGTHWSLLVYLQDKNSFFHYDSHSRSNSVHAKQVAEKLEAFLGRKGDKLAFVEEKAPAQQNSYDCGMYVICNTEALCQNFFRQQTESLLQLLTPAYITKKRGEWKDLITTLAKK
SENP8 block-2: inhibitors of human SENP8 protease | Q96LD8 | recombinant SENP8, Nedd8 substrate fluorescence | inhibition, % at 20 µM | 360,000 tested, 0.64% active | AID 602440; in the data active = inhibition mostly above about 40%, no sharp cut-off; inactive = mostly below about 27%
SENP7 block: blocks the human protease SENP7; 330,000 tested, 1.5% active; recombinant SENP7, Z-RLRGG-aminoluciferin luminescence, 40 min; inhibition, % at 5 µM; AID 434973;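 active = inhibition above about 50% at the single test dose, limit read from the data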;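 note: plate controls were DMSO with enzyme for no effect and no enzyme buffer wells for full effect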
Target sequence (Q9BQF6 706-1050 limits assumed): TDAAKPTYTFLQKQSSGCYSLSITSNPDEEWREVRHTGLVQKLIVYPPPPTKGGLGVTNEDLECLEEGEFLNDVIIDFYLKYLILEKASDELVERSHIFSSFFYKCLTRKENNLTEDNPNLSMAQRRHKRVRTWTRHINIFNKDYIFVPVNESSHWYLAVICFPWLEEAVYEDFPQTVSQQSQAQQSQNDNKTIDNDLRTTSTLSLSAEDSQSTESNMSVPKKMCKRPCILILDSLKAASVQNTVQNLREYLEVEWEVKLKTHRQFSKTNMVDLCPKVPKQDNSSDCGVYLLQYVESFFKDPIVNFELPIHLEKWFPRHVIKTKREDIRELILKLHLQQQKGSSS
SENP1 inh: SENP1 (human) catalytic domain inhibition; Q9P0U3; recombinant SENP1 catalytic domain, CyPet-SUMO1-YPet FRET cleavage; inhibition, % at 10 µM; 360,000 tested, 0.21% active;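 active = inhibition at least 30% at 10 µM, raw YFP signal under a set limit, fluorescence ratio 0.5 to 1.5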;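 note: 0% = enzyme with DMSO and 100% = no enzyme wells; some results filed as inactive read as strong as hits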
Target sequence (Q9P0U3 419-644 limits assumed): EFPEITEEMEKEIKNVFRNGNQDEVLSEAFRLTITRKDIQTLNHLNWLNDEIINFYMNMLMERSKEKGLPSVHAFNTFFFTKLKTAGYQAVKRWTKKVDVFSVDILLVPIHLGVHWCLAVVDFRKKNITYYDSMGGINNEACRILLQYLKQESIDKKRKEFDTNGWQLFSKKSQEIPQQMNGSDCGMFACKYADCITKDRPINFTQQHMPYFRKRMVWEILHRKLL
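Controls: no-enzyme wells low, DMSO-plus-enzyme wells high control. Test system: human recombinant His6-tagged SENP1 catalytic domain enzyme. Reagent: SFCypet-SUMO1-SFYpet FRET protein substrate, 25 nM final. Doses: one dose per compound, 10 µM, 0.5% DMSO. Detection: FRET, CFP and YFP emission. Timing: 50 min reaction at room temperature.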
UBC13 inh: human UBC13 polyubiquitination inhibition | 330,000 tested, 0.47% active | P61088 | UBC13 polyubiquitin chain formation, TR-FRET | inhibition, % at 20 µM; in the data active = inhibition above about 45%, passing the limit was not always enough
Target sequence (P61088 whole entry, looked up): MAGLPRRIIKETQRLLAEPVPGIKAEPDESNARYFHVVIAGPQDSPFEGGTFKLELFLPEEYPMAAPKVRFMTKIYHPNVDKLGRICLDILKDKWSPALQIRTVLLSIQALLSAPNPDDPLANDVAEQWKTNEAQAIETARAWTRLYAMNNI
PfG6PD inh: PfG6PD (Plasmodium falciparum) enzyme inhibition; PfGluPho enzyme, NADPH resazurin-diaphorase fluorescence; inhibition, % at 20 µM; 350,000 tested, 0.78% active;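 active = inhibition reaching at least a set limit at 20 µM in the primary screen, cut at about 59% in these data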;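 note: 0% = DMSO wells with substrate and 100% = DMSO wells lacking glucose-6-phosphate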
HKDC1 inhibitor: blocks human hexokinase HKDC1 activity; Q2TB90; recombinant HKDC1, G6PDH/diaphorase resazurin coupled fluorescence; inhibition, % at 20 µM; 340,000 tested, 0.16% active;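 active = inhibition above about 35% when tested at 20 µM, limit read from the data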;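 note: plate controls were DMSO wells with enzyme for no effect and DMSO wells lacking enzyme for full effect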
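Material – in-house recombinant HK5 (HKDC1) enzyme · Quantity – HKDC1 at 5 µg/mL · Buffer or medium – pH 8.0 Tris buffer with 10 mM MgCl2 · Reagent – glucose with 1 mM ATP · Dosing – single 20 µM dose · Times – reaction time 90 min, room temperature, protected from light · Technique – resorufin fluorescence at 613 nm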
SENP6 inh: SENP6 protease inhibition; inhibition, % at 10 µM; AID 2599; Q9GZR1; 330,000 tested, 1.8% active; Recombinant SENP6 catalytic domain, aminoluciferin luminescence;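 active = inhibition above about 50% at the single tested dose, limit read from the data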;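 note: plate controls were DMSO wells with enzyme for no effect and DMSO wells lacking enzyme for full effect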
beta cell repl: inducers of beta-cell replication in MIN6 cells | 330,000 tested, 0.29% active | AID 2380 | proliferation, % at 10 µM | MIN6 cells proliferation, ATPlite luminescence, 48 h; cells starved in 0.2% serum; 100% = growth in 10% serum;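 active = compounds whose signal lies at least 3.5 SD above the mean of all wells on their plate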;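 note: 0% = DMSO-treated cells in low-serum medium and 100% = 10% serum control; some compounds called inactive have numbers as strong as hits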
* = called active by the depositor; x = no result given; & = joins results of further samples.

Values run as follows: SENP1 inh	UBC13 inh	HKDC1 inhibitor	beta cell repl	SENP8 block-2	PfG6PD inh	SENP6 inh	SENP8 block-1	SENP7 block
> N#C/C(=C\c1ccc(-c2ccccc2)cc1)c1nc(-c2ccco2)cs1
  -27	-5	-12	-6	-97	22	24	16	-2
> CC(=O)Nc1ccc(S(=O)(=O)N2CCN(c3cccc(C)c3C)CC2)cc1
  2	8	1	-5	-1	-15	-2	-20	11
> CN(Cc1ccc(F)cc1)C(=O)C(c1ccccc1)c1ccccc1
  -2	1	4	0	10	3	-11	-3	-4
> CC(=O)Nc1ccc(C(=O)CSc2nccc(=O)[nH]2)cc1
  1	4	-9	2	13	52	-16	4	8
> Cc1ccc(C2/C(=C(/O)c3ccc(Br)cc3)C(=O)C(=O)N2Cc2ccco2)o1 (stereo not given)
  -5	-14	4	4	8	21	10	9	20
> Cc1cc(C(=O)OCC(=O)N2CCN(c3ccccc3)CC2)c2ccccc2n1
  2	-3	5	0	26	0	-25	-12	-4
> COc1cc2c(c(OC)c1OC)-c1c(cc3c(c1OC)OCO3)C1OC2[C@@H](C)[C@H]1C (stereo not given in full)
  0	-4	-6	8	9	29	0	-4	-5
> CC1=Nc2cc(C(=O)NCCCOC(C)C)ccc2Sc2ccccc21
  1	13	-2	-4	24	-18	-34	3	3
> COc1ccc(N(CCC#N)S(=O)(=O)c2cccc3nsnc23)cc1
  3	-2	-6	-3	20	-8	8	-1	0
> COc1ccc(/C=C(\C)C(=O)c2c(C)cc(C)[nH]c2=O)cc1
  1	-9	-6	-2	26	-15	-4	2	8
> CCC(=Nc1ccc(N)cc1)C1=C(O)C(C(=O)OC)C(C)(C)CC1=O (stereo not given)
  54*	-7	1	-2	70*	27	35	11	16
> Cc1cccc2sc(NC(=O)CNS(=O)(=O)c3ccc(Br)s3)nc12
  -4	-6	7	-5	3	-6	-1	-11	-3
> COc1ccccc1-c1nc2cc3ccccc3cc2nc1-c1ccccc1OC
  -36	21	5	-3	-287	24	3	4	12
> Cc1ccccc1OCC(=O)Nc1nc(-c2ccncc2)cs1
  0	8	-2	4	3	22	6	-3	-5
> CCN(C(=O)Cn1ccc(C(F)(F)F)n1)c1c(N)n(Cc2ccccc2)c(=O)[nH]c1=O
  0	6	-3	-3	-3	9	-3	-5	7
> CCOc1ccc(S(=O)(=O)n2ccc(C)n2)c2ccccc12
  4	5	3	3	9	14	7	-1	4
> O=C(c1ccc(NS(=O)(=O)c2cccc(C(F)(F)F)c2)cc1)N1CCCC1
  0	4	-2	-4	-5	-5	-12	5	-7
> Cn1cc([N+](=O)[O-])c(C(=O)N2CCCCCC2)n1
  -2	1	-6	-3	-1	-8	5	5	-3
> C[C@]12CCC(=O)C=C1CCC1C2CC[C@@]2(C)C1CCC21OCCO1 (stereo not given in full)
  -3	3	1	-2	5	-19	5	4	-1
> CCn1c(SCC(=O)Nc2nnc(C)s2)nc2c(c1=O)SC(C)C2 (stereo not given)
  1	2	-5	5	0	-4	-2	1	-8
> COC(=O)c1ccc(C(=O)OC)c(NC(=O)CN(C)Cc2ccccc2)c1
  -3	10	1	-2	-54	-7	4	15	3
> CC1(C)NC(=O)N(CCCC(=O)Nc2ccc(C(F)(F)F)cc2)C1=O
  2	-2	-3	1	8	2	4	-11	-7
> CC(O)CNC1c2ccccc2CC1O (stereo not given)
  1	x	-6	x	20	-2	x	x	x
> CCn1c(SCC(=O)N/N=C(\C)c2ccncc2)nnc1-c1ccccc1
  -1	6	15	0	9	-19	-6	0	-6
> N#C/C(=C\c1coc2ccccc2c1=O)C(N)=S
  -14	-4	2	0	-24	55	15	9	-2
> Nc1cc(=O)[nH]c(SCC(=O)N2CCCc3ccccc32)n1
  -2	-4	8	1	5	-9	2	2	2
> CC1(C)CC(=O)C(C=NCc2ccc3c(c2)OCO3)=C(O)C1
  0	-6	-4	-2	23	2	-13	-9	-9
> Cc1ccc(C(C)C)cc1OCCCCN1CCCC1
  0	16	-9	0	23	-12	2	1	3
> C/C=C/c1ccc(OCC(=O)Nc2ccc(OC)c(OC)c2)c(OC)c1
  -1	-6	-5	-1	11	11	-11	2	4
> COc1ccccc1CN(CC(=O)NCc1ccc2c(c1)OCO2)C(=O)c1csnn1
  0	-7	-6	0	1	8	-28	-15	0

Reformatted: entries from further up.
Compound | SENP1 inh | UBC13 inh | HKDC1 inhibitor | beta cell repl | SENP8 block-2 | PfG6PD inh | SENP6 inh | SENP8 block-1 | SENP7 block
O=C(c1ccc(NS(=O)(=O)c2cccc(C(F)(F)F)c2)cc1)N1CCCC1 | 0 | 4 | -2 | -4 | -5 | -5 | -12 | 5 | -7
C[C@]12CCC(=O)C=C1CCC1C2CC[C@@]2(C)C1CCC21OCCO1 (stereo not given in full) | -3 | 3 | 1 | -2 | 5 | -19 | 5 | 4 | -1
CCn1c(SCC(=O)Nc2nnc(C)s2)nc2c(c1=O)SC(C)C2 (stereo not given) | 1 | 2 | -5 | 5 | 0 | -4 | -2 | 1 | -8

More compounds:
Values run as follows: SENP1 inh	UBC13 inh	HKDC1 inhibitor	beta cell repl	SENP8 block-2	PfG6PD inh	SENP6 inh	SENP8 block-1	SENP7 block
> CC(Sc1nc2ccccc2s1)C(=O)N(C)Cc1ccccc1 (stereo not given)
  1	-2	1	3	11	5	9	0	4
> CCCCn1nnc(NC(=O)COc2ccc(Cl)c(C)c2)n1
  3	0	-6	-4	6	1	9	-2	-3
> Cn1ccnc1C1CCCCN1Cc1nc(-c2ccc(Cl)cc2)no1 (stereo not given)
  1	18	-4	3	17	4	-21	3	4
> Cc1cc(NC(=O)/C(C#N)=C/c2ccc(-c3ccc(SC(F)F)cc3)o2)n(-c2ccccc2)n1
  -25	-13	1	-4	-64	-19	13	-2	10
> O=C(NCCO)/C(=C\c1ccc2c(c1)OCO2)NC(=O)c1ccc(Br)cc1
  -7	-3	-5	1	5	-3	-11	-7	-2
> CCCN1CCN(C(=O)CCNC(=O)Cn2cnc3ccccc3c2=O)CC1
  0	4	-7	0	3	5	-15	12	4
> COc1ccc(Cl)cc1NC(=O)COC(=O)C1CCCCC1
  -2	35	2	-2	21	4	-13	-6	-4
> Cc1ccc(NC(=O)CN(C)S(=O)(=O)c2cnc[nH]2)c(C)c1
  4	2	1	-2	13	-7	9	6	-3
> Cc1c(NC(=S)NC(=O)c2ccc(-c3ccc(Cl)cc3)o2)cccc1C(=O)O
  2	-9	3	-4	-7	-8	3	3	9
> CCCNC(=O)c1ccccc1NC(=O)C1=CSCCO1
  3	3	-8	3	6	16	-5	-10	1
> COCCCNC(=O)c1cn(Cc2c(F)cccc2Cl)nn1
  0	4	7	0	10	7	-7	0	-8
> COc1ccc(N2CC(NS(=O)(=O)c3ccc4ccccc4c3)CC2=O)cc1 (stereo not given)
  1	5	0	-1	0	7	4	2	-3
> O=C(NCC(c1ccco1)N1CCOCC1)c1ccc(F)c(F)c1 (stereo not given)
  1	2	-5	-1	6	10	-4	-4	0
> Cc1cc(C)c(S(=O)(=O)Nc2ccc(O)c(Sc3ncn[nH]3)c2)c(C)c1
  3	-6	16	0	28	52	-20	-11	-5
> CCOC(=O)NC(=O)CSc1nc(C)cc(C(F)(F)F)c1C#N
  39*	4	3	-2	-3	10	-10	-2	-7
> CCn1c(SCC(=O)Nc2nc(C)cs2)nnc1C(C)NC(=O)c1ccccc1 (stereo not given)
  2	-1	-2	-1	9	13	-17	-4	-6
> Cc1ccc(-n2[nH]c(C)c(C=Nc3ccc(S(=O)(=O)Nc4nccs4)cc3)c2=O)c(C)c1
  x	-15	x	5	x	x	-10	-11	2
> Nc1ccc(-c2ccc(C(=O)O)s2)cn1
  -4	6	-7	1	-394	2	8	-8	2
> C/C(N)=C(/C#N)C(=O)COC(=O)C(NS(=O)(=O)c1ccc(Cl)cc1)C(C)O (stereo not given)
  1&1	-5	1&4	1	4&7	-2&-6	-17	-5	-6
> CC(=O)c1c(C)[nH]c(C(=O)OCC(=O)NCCC(C)C)c1C
  2	-6	-14	0	0	4	-10	-12	-12
> CCOC(=O)C1CCN(S(=O)(=O)c2ccc3c4c2CC(=O)N4CC(C)S3)CC1 (stereo not given)
  -1	-23	7	-5	2	-24	-8	-9	16
> Cc1ccc(N2CC(C(=O)N3CCCc4ccccc43)CC2=O)cc1 (stereo not given)
  -2	0	-7	-1	8	-1	-7	1	4
> Cc1cccc(C(=O)Nc2ccc(C(=O)c3ccccc3)cc2)c1
  -12	16	0	-1	22	63*	-20	-1	9
> O=C(c1ccccc1)c1c[nH]c(C(=O)C(Cl)(Cl)Cl)c1
  0	-3	21	-1	-7	2	-20	0	-2
> COc1ccc(Cl)cc1S(=O)(=O)N1CCCC1
  0	1	-4	4	3	-6	-15	-4	3
> Cc1ccc(S(=O)(=O)NN2C(=O)c3ccccc3NC2(C)C)cc1
  -1	16	-10	0	-424	-2	5	4	7
> CSc1ccccc1NC(=O)CN(C)C(=O)CCc1c[nH]c2ccccc12
  -2	2	1	0	7	-49	-18	-7	-5
> CC(=O)CSc1nnc(NC(=O)CCc2ccccc2)s1
  -3	2	0	1	21	0	10	-3	7
> Cc1cc(N2C(=O)C(O)=C(C(=O)c3cccs3)C2c2cccc(O)c2)no1 (stereo not given)
  -18	-2	-5	-1	10	-38	-2	1	13
> O=C(Nc1ccc(S(=O)(=O)NC2=NCCCCC2)cc1)C1COc2ccccc2O1 (stereo not given)
  0	9	1	-2	12	8	-20	1	7
> CCCC1=[N+](CC(=O)c2ccccc2)CCn2cccc21
  24	8	4	-5	-102	-11	13	-1	7
> COc1cccc(-c2csc3nnc(SCC(=O)NCc4cccs4)n23)c1
  2	1	-9	0	17	6	1	-4	3
> Cc1ccc(NC(=S)NC(CO)C(O)c2ccc([N+](=O)[O-])cc2)cc1 (stereo not given)
  1	2	-8	3	11	-16	1	4	7
